Screens as filed in PubChem BioAssay.
Smad3 inh: Smad3 (human) transcription factor binding inhibition | inhibition, % at 25 µM | TR-FRET Smad3/Dy647-FoxH1 peptide binding, europium anti-His | 88,000 tested, 0.29% active | AID 630 | P84022;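 active = compounds that reduce the energy-transfer binding signal between the protein and its labelled peptide by more than half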;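 note: 0% = Smad3 plus labelled peptide maximal FRET and 100% = peptide-only background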
HUVEC inhibit: blocks proliferation of human endothelial cells | HUVEC proliferation, CellTiter-Glo luminescence, 72 h; stronger effect = lower value | viability, % at 10 µM (by protocol) | 86,000 tested, 1.1% active | AID 648;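 active = viability at or below 30%; inactive = viability above 30%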;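 note: 100% = median luminescence of DMSO-only cell control wells on each plate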
Fibroblast inh: blocks proliferation of human lung fibroblasts. LL 47 human lung fibroblast viability, ATP luminescence; stronger effect = lower value. viability, % at 10 µM. 85,000 tested, 1.1% active. AID 719;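 active = viability at or below 50% in the single dose screen; inactive = viability above 50%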;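 note: compound exposure lasted 72 h before the ATP readout; 100% = median luminescence of untreated cell-only wells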
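Times – overnight cell rest, 72 h compound treatment at 37 °C · Test system – human lung fibroblast line LL 47, low passage · Amount – 1,150 cells in each well · Controls – cell-only wells, no compound · Doses – 0.1% DMSO in all compound wells · Measured by – CellTiter-Glo luminescence · Buffer or medium – IMEM plus 15% FBS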
sEH activator: soluble epoxide hydrolase (human) activation; 91,000 tested, 0.04% active; purified human sEH enzymatic activity, activator screen; AID 717; activation, % at 2 µM; P34913; in the data active = activation above about 37%; note: values of inactives mirror those of a sister screen read the other way
Target sequence (P34913 whole entry, looked up): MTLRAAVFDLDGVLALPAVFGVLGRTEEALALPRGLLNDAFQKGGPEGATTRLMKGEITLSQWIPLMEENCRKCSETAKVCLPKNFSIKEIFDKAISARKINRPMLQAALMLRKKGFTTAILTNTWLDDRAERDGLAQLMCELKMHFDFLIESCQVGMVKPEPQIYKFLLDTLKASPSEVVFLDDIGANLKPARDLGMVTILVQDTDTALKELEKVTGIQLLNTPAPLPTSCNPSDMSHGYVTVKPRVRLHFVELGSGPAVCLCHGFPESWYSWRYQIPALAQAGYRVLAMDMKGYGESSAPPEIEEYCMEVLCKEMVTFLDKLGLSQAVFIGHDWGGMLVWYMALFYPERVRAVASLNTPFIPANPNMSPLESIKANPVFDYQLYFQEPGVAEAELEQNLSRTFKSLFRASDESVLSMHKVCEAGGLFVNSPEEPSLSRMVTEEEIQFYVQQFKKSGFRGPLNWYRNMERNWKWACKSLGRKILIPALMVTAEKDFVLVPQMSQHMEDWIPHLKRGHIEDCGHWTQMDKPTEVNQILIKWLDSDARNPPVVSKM
Candida biofilm: kills Candida albicans biofilms | C. albicans biofilm + clotrimazole, Alamar Blue | 85,000 tested, 0.14% active | inhibition, % at 6 µM;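 active = inhibition above 20%; inactive = inhibition below 20%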;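 note: preformed 24 hr biofilms exposed to compound for 48 hr; 0% = biofilm without compound and 100% = blank killed by clotrimazole plus chlorhexidine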
H69AR growth 86K: blocks growth of human H69AR lung tumor cells; 85,000 tested, 6% active; viability, % at 10 µM; H69AR lung tumor viability, ATP luminescence, 72 h; stronger effect = lower value;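 active = viability at or below 40%; inactive = viability above 40%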;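 note: multidrug resistant small cell line overexpressing MRP-1 efflux transporter; 100% = mean luminescence of untreated control wells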
ERa SRC1 inh: ER-alpha (human) coactivator binding inhibition; 86,000 tested, 1.7% active; AID 629; P03372; inhibition, % at 25.6 µM; TR-FRET ER-alpha LBD / SRC-1 peptide, estradiol-bound; in the data active = inhibition above about 50%;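 note: 0% = receptor plus peptide control and 100% = peptide only without receptor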
ERb SRC1 inh: blocks coactivator binding to human estrogen receptor beta. Q92731. TR-FRET ER-beta LBD / SRC1-Cy5 peptide binding; receptor agonist-loaded with 1 µM estradiol. inhibition, % at 25.6 µM. 86,000 tested, 1.3% active. AID 633;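 active = compounds whose percent inhibition of the receptor-coactivator binding signal exceeds about 50% in the single-dose screen, limit read from the data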;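 note: 0% = receptor plus peptide wells without compound and 100% = peptide-only wells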
Target sequence (Q92731 whole entry, looked up, the tested form may be a part): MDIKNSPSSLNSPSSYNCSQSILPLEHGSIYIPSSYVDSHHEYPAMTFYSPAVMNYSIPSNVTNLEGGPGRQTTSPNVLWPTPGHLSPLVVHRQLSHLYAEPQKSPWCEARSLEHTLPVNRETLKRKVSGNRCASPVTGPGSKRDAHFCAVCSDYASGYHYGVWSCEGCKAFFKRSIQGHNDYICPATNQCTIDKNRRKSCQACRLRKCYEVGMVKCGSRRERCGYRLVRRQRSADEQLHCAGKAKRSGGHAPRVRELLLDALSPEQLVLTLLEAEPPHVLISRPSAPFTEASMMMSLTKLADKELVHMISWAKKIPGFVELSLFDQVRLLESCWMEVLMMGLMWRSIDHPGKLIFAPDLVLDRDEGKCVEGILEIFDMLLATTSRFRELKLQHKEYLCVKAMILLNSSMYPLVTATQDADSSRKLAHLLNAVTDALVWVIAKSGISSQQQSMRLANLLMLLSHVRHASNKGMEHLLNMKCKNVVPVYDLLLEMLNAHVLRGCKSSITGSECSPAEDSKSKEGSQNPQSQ
ERa coact pot: ER-alpha (human) coactivator binding potentiation. P03372. TR-FRET ERalpha-LBD/SRC-Cy5 coactivator binding, 2 h; 100 = basal binding, no effect. coactivator binding (% of control), % at 25.6 µM. 86,000 tested, 1.3% active. AID 639; in the data active = activity above about 200%;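 note: binding measured in presence of low estradiol as agonist stimulus; 0% = peptide alone without receptor and 100% = receptor with peptide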
* hit, by the source's call; . = not tested or not shown; [ ] = dose if it differs, or a comment.

SMILES	Smad3 inh	HUVEC inhibit	Fibroblast inh	sEH activator	Candida biofilm	H69AR growth 86K	ERa SRC1 inh	ERb SRC1 inh	ERa coact pot
Cc1cc2c(cc1C)N(C(=O)CSc1nncn1C)C(C)(C)c1ssc(=S)c1-2	11	95	98	-2	4	70	-23[fluorescence artefact?]	-25	78[fluorescence artefact?]
CCCNC(=O)CCn1c(-c2ccc(C)cc2)cc(C(=O)OCC)c1C	13	101	102	-4	4	100	-8	-8	99
COCCNC(=O)Cn1nc(C)c2ccccc2c1=O	-16	100	97	.	-2	90	22	13[fluorescence artefact?]	119[fluorescence artefact?]
CCN(CC)C(=O)c1sc2nc(-c3ccc(OC)cc3)cn2c1C	11	89	100	7	9	47	-73	-12	101
O=S(=O)(Nc1ccc(S(=O)(=O)N2CCCCCC2)cc1)c1cccs1	-6	93	101	6	-1	75	8	8	80
COC(=O)c1c(NC(=O)c2nc3ncccn3n2)sc(C(=O)N(C)C)c1C	-8	104	104	.	2	102	-26	-3	97
COCCCNC(=O)CSC1=Nc2ccccc2C2=NC(CC(=O)NCc3ccccc3)C(=O)N12 (stereo not drawn)	2[fluorescence artefact?]	90	101	-8	7	88	5	-14	82[fluorescence artefact?]
CCSc1nnc(-c2cccnc2)n1-c1ccc(Cl)c(C)c1	-1	92	95	-8	0	61	6	-2	103
Cc1ccc(C(c2nnnn2C(C)(C)C)N2CCC(C)CC2)cc1 (stereo not drawn)	5	106	104	3	9	83	-3	-7	130[fluorescence artefact?]
Cc1ccc(S(=O)(=O)Nc2cc(Cl)c(O)cc2C)cc1	2	101	103	1	4	96	-1	3	101
COc1ccc(S(=O)(=O)N(CC(=O)NCc2ccco2)c2ccccc2)cc1	18	102	99	-1	1	74	26	0	106
COc1ccc(C(=O)Nn2c(SCC(=O)N3CCC(C)CC3)nc3ccccc3c2=O)cc1	7	73	89	-16	7	73	7	1[fluorescence artefact?]	107

Only sEH activator, ERa coact pot and Fibroblast inh, for 4 of the compounds above:
| molecule | sEH activator | ERa coact pot | Fibroblast inh |
| --- | --- | --- | --- |
| CCSc1nnc(-c2cccnc2)n1-c1ccc(Cl)c(C)c1 | -8 | 103 | 95 |
| Cc1ccc(C(c2nnnn2C(C)(C)C)N2CCC(C)CC2)cc1 (stereo not drawn) | 3 | 130[fluorescence artefact?] | 104 |
| Cc1ccc(S(=O)(=O)Nc2cc(Cl)c(O)cc2C)cc1 | 1 | 101 | 103 |
| COc1ccc(S(=O)(=O)N(CC(=O)NCc2ccco2)c2ccccc2)cc1 | -1 | 106 | 99 |

More entries.
SMILES	Smad3 inh	HUVEC inhibit	Fibroblast inh	sEH activator	Candida biofilm	H69AR growth 86K	ERa SRC1 inh	ERb SRC1 inh	ERa coact pot
COc1ccc(S(=O)(=O)NCc2ccccn2)c(Cl)c1Cl	-7	93	103	-9	-7	94	-2	2	104
Cc1ccc(S(=O)(=O)N2C(=O)CCC2C(=O)Nn2cnnc2)cc1 (stereo not drawn)	6	100	103	-6	3	73	6	10	83
CC(Oc1ccccc1)C(=O)NC1CC(C)(C)NC(C)(C)C1 (stereo not drawn)	2	88	95	4	0	99	-9	-1	118
O=c1oc(-c2cccs2)nc2sc3c(c12)CCC3	-7	82	94	.	8	100	4	3	128[fluorescence artefact?]
CN1CC=C2C(C#N)=C(N)C(C#N)(C#N)C(CCc3ccccc3)C2C1 (stereo not drawn)	0	80	93	.	12	59	1[fluorescence artefact?]	0[fluorescence artefact?]	93
CCn1c(C(C#N)/C(=N\S(=O)(=O)c2cccs2)c2ccccc2)nc2ccccc21 (stereo not drawn)	13	98	103	6	6	80	-4	19	100
CC1(C)CC(=O)C=C(NCc2cccnc2)C1	-13	86	103	-1	6	108	3[fluorescence artefact?]	0[fluorescence artefact?]	152
O=C(O)c1ccc2c(c1)C(c1ccccc1)OC2=O (stereo not drawn)	1	94	96	.	3	90	-2	-1[fluorescence artefact?]	104
COC(=O)C1=C(N)N(c2ccc(F)cc2)C2=C(C(=O)CCC2)C1c1ccc2c(c1)OCO2 (stereo not drawn)	7	97	100	.	4	90	7	5[fluorescence artefact?]	120
Cc1cc(/C=C(\C#N)C(=O)OCC(=O)NC(=O)NC(C)(C)C)c(C)n1CCC(C)C	2	129	103	11	0	93	-4	0	123[fluorescence artefact?]
Cc1cccc(Nc2nc(-c3ccccn3)cs2)n1	2	60	69	1	.	3.9*	-4	-1	100
Cc1cccc(Oc2nc(-c3ccccc3)cc(C)c2S(C)(=O)=O)c1C	5	89	78	-5	2	43	-4	-10	105

Another view of six compounds above.
SMILES | Smad3 inh | HUVEC inhibit | Fibroblast inh | sEH activator | Candida biofilm | H69AR growth 86K | ERa SRC1 inh | ERb SRC1 inh | ERa coact pot
Cc1ccc(S(=O)(=O)N2C(=O)CCC2C(=O)Nn2cnnc2)cc1 (stereo not drawn) | 6 | 100 | 103 | -6 | 3 | 73 | 6 | 10 | 83
CC(Oc1ccccc1)C(=O)NC1CC(C)(C)NC(C)(C)C1 (stereo not drawn) | 2 | 88 | 95 | 4 | 0 | 99 | -9 | -1 | 118
O=c1oc(-c2cccs2)nc2sc3c(c12)CCC3 | -7 | 82 | 94 | . | 8 | 100 | 4 | 3 | 128[fluorescence artefact?]
CN1CC=C2C(C#N)=C(N)C(C#N)(C#N)C(CCc3ccccc3)C2C1 (stereo not drawn) | 0 | 80 | 93 | . | 12 | 59 | 1[fluorescence artefact?] | 0[fluorescence artefact?] | 93
CCn1c(C(C#N)/C(=N\S(=O)(=O)c2cccs2)c2ccccc2)nc2ccccc21 (stereo not drawn) | 13 | 98 | 103 | 6 | 6 | 80 | -4 | 19 | 100
CC1(C)CC(=O)C=C(NCc2cccnc2)C1 | -13 | 86 | 103 | -1 | 6 | 108 | 3[fluorescence artefact?] | 0[fluorescence artefact?] | 152

Next section.
SMILES	Smad3 inh	HUVEC inhibit	Fibroblast inh	sEH activator	Candida biofilm	H69AR growth 86K	ERa SRC1 inh	ERb SRC1 inh	ERa coact pot
C=CCn1c(N)c(C(=O)OCC(C)C)c2nc3ccccc3nc21	20	66	83	.	3	93	12	7[fluorescence artefact?]	114[fluorescence artefact?]
Cc1ccc(C)c(N2CCN(C(=O)C3CCCCN3S(=O)(=O)c3ccc(F)cc3)CC2)c1 (stereo not drawn)	9	84	88	1	5	71	8	-4	111
O=C(CC1(O)C(=O)Nc2ccccc21)c1ccc(-n2cccc2)cc1 (stereo not drawn)	-9	87	104	-9	5	79	2	12	107
CC(C)c1ccc2c(c1)C1(NN=C(c3ccccc3)S1)C(=O)N2 (stereo not drawn)	-7	3.4*	43*	-4	8	18*	-1	0	71[fluorescence artefact?]
Cn1cc(C(=O)NCCN2CCN(c3cccc(Cl)c3)CC2)c2c3ccccc3n(C)c2c1=O	4	58	91	.	12	16*	6	-7	123
Nc1ccc(CN2CCCCCC2)cc1	14[fluorescence artefact?]	94	99	-4	5	103	14	13	75
COC(=O)c1ccc(NC(=O)CN2C(=O)CSC2=O)cc1	-7	86	95	3	5	98	1	8	319*[fluorescence artefact?]
Cc1[nH]nc(SCC(=O)N2CCC(C)CC2)c1[N+](=O)[O-]	2	69	95	9	6	90	-3	-7	90
C=CCSc1nc2c(c(=O)[nH]c(=O)n2C)n1Cc1ccc(C)cc1	-13	87	70	.	0	99	18[fluorescence artefact?]	-5[fluorescence artefact?]	148
CCOC(=O)c1c(NC(=O)CSc2nnc(Cc3ccccc3)o2)sc(C(C)=O)c1C	-20	104	98	0	3	94	7	1	93
CCOC(=O)c1ccc(NC(=O)NC(C)C2CCCO2)cc1 (stereo not drawn)	-5	107	98	4	9	94	-4	1	113
COc1ccc(S(=O)(=O)N2CCCN(CC(=O)C(C)(C)C)CC2)cc1	4	92	103	6	-2	80	-7	-13	103
O=S(=O)(c1ccccc1)N1CCN(S(=O)(=O)N2CCCCC2)CC1	-15	103	100	3	1	97	-5	4	106
CCCCC(=O)NNC(=S)NC(=O)CCC	5	71	100	-3	2	81	-5	-5	104
COc1ccc(S(=O)(=O)N2CCN(C3CCN(Cc4ccccc4)CC3)CC2)cc1	-12	94	.	-22	5	91	-8	-2	123
COc1ccc(S(=O)(=O)N2CCCCCC2)cc1C(=O)OCc1c(C)noc1C	1	89	88	-4	10	76	-9	-7[fluorescence artefact?]	103
CC1CCN(C(=O)c2ccc(COc3ccccc3Cl)o2)CC1	2	84	92	6	4	82	3	7	93
COC(=O)c1cc(NC(=O)CN(c2ccc3c(c2)OCO3)S(C)(=O)=O)ccc1Cl	-6	94	96	-3	2	88	-6	3	92
CCOC(=O)C1CCN(C(=O)CSc2cc(=O)n(CC)c3ccccc23)CC1	35[fluorescence artefact?]	91	95	-32	2	84	-9	-14	102[fluorescence artefact?]
CC1CCCC(NC(=O)C2CCN(S(=O)(=O)N3CCC4(CC3)OCCO4)CC2)C1C (stereo not drawn)	-8	45	103	-79	6	96	13	8[fluorescence artefact?]	101
Cc1ccc2[nH]c(=O)c(C(c3nnnn3Cc3ccccc3)N3CCc4ccccc43)cc2c1 (stereo not drawn)	20	89	91	-19	5	81	5	14	77
CCc1sc(C(=O)NC)cc1Br	9	86	75	-7	9	94	-5	2	92
OCc1ccccc1OCCOc1ccc(Cl)c2cccnc12	1	91	96	-3	3	75	2	-7[fluorescence artefact?]	109
COC(=O)c1ccc(OCCOc2ccc(C(=O)OC)cc2)cc1	0	95	102	-14	3	93	4[fluorescence artefact?]	-2[fluorescence artefact?]	110
CC1CCN(C(=O)C2CCN(CC(C)c3ccccc3)CC2)CC1 (stereo not drawn)	2	99	94	6	4	101	-17	-23	97
CSc1nnc(-c2ccc(F)cc2)o1	2	94	104	3	-2	101	-35	-17	92
COc1ccc(OC)c(CN2CCN(C(=O)c3cccc4ccccc34)CC2)c1	14[fluorescence artefact?]	99	98	17	-1	85	4[fluorescence artefact?]	0[fluorescence artefact?]	105
CN(CC(=O)N1CCc2ccccc21)S(=O)(=O)c1ccc(Cl)cc1	6	101	112	-21	5	91	10	3	108
CC(=O)OCCCN1C(=O)c2ccc(Br)cc2C1=O	10[fluorescence artefact?]	101	111	.	7	99	-4	6	115
CCOc1ccccc1NC(=O)CSc1nnc(CNC(=O)c2ccco2)o1	-3	112	106	-4	7	92	-2	13	105
CN(C(=O)CSc1nc(-c2ccc(F)cc2)cs1)C1CCS(=O)(=O)C1 (stereo not drawn)	0	105	99	.	3	99	-13	-5	97[fluorescence artefact?]
CCOC(=O)c1nonc1NC(C)=O	-9	92	94	-2	-1	98	39	35	100
CCOc1ccccc1-c1nn2c(Cc3ccccc3)nnc2s1	8	81	99	.	2	65	4	4	180[fluorescence artefact?]
O=C(CCc1ccccc1)Nc1ccncc1	3	101	95	2	.	104	-8	-12	95
CC(C)Cc1nc2n[nH]c(N)c2c2c1COC(C)(C)C2	2	94	98	-11	5	83	2	4	84
CN1CCN(C(=O)c2cn(-c3ccccc3)nc2-c2cccnc2)CC1	-18	96	111	15	-2	99	-5	5	94

Records listed so far printed as active in ERa coact pot.
Compound,Smad3 inh,sEH activator,ERa SRC1 inh,ERb SRC1 inh,ERa coact pot
COC(=O)c1ccc(NC(=O)CN2C(=O)CSC2=O)cc1,-7,3,1,8,319*[fluorescence artefact?]

Only part of the results is shown, so the mix of outcomes need not match the whole.
